# Screening data deposited in PubChem BioAssay by National Center for Advancing Translational Sciences (NCATS).
# HEK293 tox: qHTS of GLP-1 Receptor Inverse Agonists: Cytotox Screen; HEK293 cAMP-luciferase reporter cells, luminescence, 24 h; Potency, µM (top dose mostly 38.3 µM), inactives show top-dose activity change, negative = inhibition, actives largely listed as inhibitors; 0.13% of 410,000 active; AID 624418, 2012;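 further: loss of luciferase light is scored as toxicity; potency means the concentration at half of the fitted maximal effect; on the % scale 0 is the no-effect control and ±100 the full control effect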
#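 A 23 nL compound transfer followed 12 hours of cell culture at 37 deg C; exposure then lasted 24 hr. Luciferase assay detection reagent was dispensed and plates read for luminescence after a 12 min room-temperature wait.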
# Abeta yeast res: qHTS for compounds that reverse cellular toxicity of Amyloid beta (A-beta) peptide in yeast: Primary Screen; yeast expressing A-beta42, growth rescue, OD600, 48 h; response scale: 0% DMSO, 100% iron-clioquinol control; Potency, µM (series often up to 46.1 µM), without a hit: at the highest dose growth rescue, usual class: activators; 0.063% of 410,000 active; further: potency means the concentration at half of the fitted maximal effect; nearly all actives have a fitted effect of over 55% in size
#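 Yeast A-beta toxicity model in growth medium with pinned compounds, 48 h at 30 C; growth read as absorbance at 600 nm. Normalized to FeCl3/clioquinol equimolar mix (positive) and DMSO (negative).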
# FUS suppressor: qHTS for Suppressors of FUS Proteinopathy: Primary screen using FUS-linked yeast assay; S. cerevisiae FUS-expressing, growth rescue, OD600, 24 h; Potency, µM (highest dose often 76.6 µM), for the others: at the highest dose growth rescue (activation), usual class: activators; 0.24% of 390,000 active; AID 1347120, 2019;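 further: potency means the concentration at half of the fitted maximal effect; plate controls were DMSO vehicle for no effect and reference control for full effect; nearly all actives have a fitted effect of over 55% in size; some results filed as inactive show a strong effect at the top dose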
#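 FUS-expressing yeast, raffinose-pregrown, induced in 2% galactose minimal medium at OD 0.005; compounds in a dilution series, 24hr at 30C. Growth restoration read as absorbance at 600 nm. CP55940 positive control, DMSO negative.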
# PTHR1 ag: qHTS for PTHR1 Agonists: Primary Screen; Parathyroid hormone/parathyroid hormone-related peptide receptor (Homo sapiens), Q03431; HEK293 GP2 PTHR1 cells, GloSensor cAMP luminescence, 1 h; Potency, µM (highest dose often 115 µM), inactives show at the top dose activation, hits mostly activators; 0.075% of 410,000 active; AID 743266, 2014; further: potency means the concentration at half of the fitted maximal effect; nearly all actives have a fitted effect of over 55% in size; some results filed as inactive show a strong effect at the top dose; inactives centre near -15; many of its hits are not listed in these tables
# Target sequence (Q03431 whole entry, looked up): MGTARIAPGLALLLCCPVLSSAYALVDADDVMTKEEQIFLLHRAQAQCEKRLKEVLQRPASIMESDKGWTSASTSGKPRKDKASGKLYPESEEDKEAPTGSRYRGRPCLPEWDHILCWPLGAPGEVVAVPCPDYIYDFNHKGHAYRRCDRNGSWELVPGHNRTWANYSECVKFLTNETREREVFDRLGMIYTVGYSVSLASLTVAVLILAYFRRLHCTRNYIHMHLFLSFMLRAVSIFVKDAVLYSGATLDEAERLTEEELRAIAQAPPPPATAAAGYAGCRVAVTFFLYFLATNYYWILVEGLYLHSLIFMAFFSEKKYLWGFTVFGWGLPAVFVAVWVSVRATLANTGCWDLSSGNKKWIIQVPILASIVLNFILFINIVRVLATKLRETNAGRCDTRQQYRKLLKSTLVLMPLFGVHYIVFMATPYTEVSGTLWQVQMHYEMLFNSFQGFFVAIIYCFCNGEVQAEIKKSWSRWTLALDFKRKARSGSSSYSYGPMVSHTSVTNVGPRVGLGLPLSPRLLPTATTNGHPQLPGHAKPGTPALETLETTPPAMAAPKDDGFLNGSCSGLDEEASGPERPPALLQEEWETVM
#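 HEK-293-derived GP2 cells expressing PTHR1 and a GloSensor cAMP reporter, 3,000/well, plated overnight, given luciferin plus IBMX (each 0.5 mM as added) for 1 h at 37 °C, then compound for 1 h at 37 °C. Luminescence was read after 15 min at room temperature.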
# TDP43 rescue: qHTS of TDP-43 Inhibitors; TDP-43 expressing yeast growth rescue, BacTiter-Glo, 24 h; Potency, µM (series often up to 46.1 µM), inactives show at the highest dose growth rescue (activation), most hits filed as activators; 1.8% of 410,000 active; AID 652104, 2013; further: potency means the concentration at half of the fitted maximal effect; % of control where 0% means no effect; nearly all actives have a fitted effect of over 50% in size
#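 In this qHTS, compounds that restore growth of yeast expressing TDP-43 appear as activators. Cells (OD600=0.02, galactose medium, raffinose-pregrown) are incubated with compound 24 hr at 30 deg C and growth is quantified by BacTiter-Glo.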
# MmCpn inh: Inhibitors of TCP-1 ring complex (TRiC) of Methanococcus maripaludis (MmCpn): qHTS; Chaperonin Mm-Cpn (Methanococcus maripaludis); purified Mm-Cpn ATPase, ADP Transcreener TR-FRET; Potency, µM (highest dose often 76.9 µM), for the others: top-dose activity, negative = inhibition, actives largely listed as inhibitors; 0.031% of 330,000 active; AID 504842, 2011; further: potency means the concentration at half of the fitted maximal effect; on the % scale 0 is the no-effect control and ±100 the full control effect; nearly all actives have a fitted effect of over 80% in size
#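 Inhibition of chaperonin ATP hydrolysis is measured as reduced ADP production, detected by competitive TR-FRET in which signal falls with ADP. Final enzyme 25 nM and ATP 10 uM, reacted 30 min at 37°C.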
# Akt phos inh: HTS Assay for Inhibitors of Akt Phophorylation: Primary Screen. Neuro2A IGF-stimulated pAkt S473 HTRF, 20 min; hits give low values. activity change, % for hits at 50 µM. 0.32% of 360,000 active. AID 651550, 2012; in the data active means activity change below about -80%; inconclusive means mostly about -51% to -80%; further: on the % scale 0 is the no-effect control and ±100 the full control effect
#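 Single-point screen (50 µM final compound) in Neuro2A cells stimulated 20 min with 6 nM IGF at 37 deg C. After lysis, Ser473-phosphorylated Akt read by HTRF (ex 330 nm, em 615/665 nm) as the 665/615 ratio.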
# GLP1R inv ag: qHTS of GLP-1 Receptor Inverse Agonists (Inhibition Mode); HEK293 GLP-1R CRE-luciferase, luminescence, 24 h; GLP-1R form is constitutively active; Potency, µM (doses to about 38.3 µM), for the others: at the top dose activity change, negative = inhibition, usual class: inhibitors; 1.6% of 410,000 active; further: potency means the concentration at half of the fitted maximal effect; on the % scale 0 is the no-effect control and ±100 the full control effect; nearly all actives have a fitted effect of over 55% in size
# Target sequence (P43220 whole entry, looked up): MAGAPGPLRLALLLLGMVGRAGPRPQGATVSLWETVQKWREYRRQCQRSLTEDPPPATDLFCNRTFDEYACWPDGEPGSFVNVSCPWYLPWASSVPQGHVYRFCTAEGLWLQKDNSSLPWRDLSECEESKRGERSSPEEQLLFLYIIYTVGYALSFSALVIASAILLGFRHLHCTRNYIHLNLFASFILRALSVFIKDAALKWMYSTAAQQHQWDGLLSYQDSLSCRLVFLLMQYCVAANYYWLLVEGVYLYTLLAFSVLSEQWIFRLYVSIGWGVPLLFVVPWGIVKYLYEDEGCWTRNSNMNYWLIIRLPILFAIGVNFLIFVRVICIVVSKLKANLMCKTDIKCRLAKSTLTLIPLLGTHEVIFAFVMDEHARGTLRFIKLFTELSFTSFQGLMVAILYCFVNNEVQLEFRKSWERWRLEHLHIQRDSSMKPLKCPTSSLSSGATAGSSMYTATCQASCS
#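 Using stably transfected HEK293 (constitutively active GLP-1R, cAMP-luciferase reporter), compounds were incubated 24 hr and luciferase measured by luminescence.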
# aSyn yeast inh: qHTS of alpha-syn Inhibitors; Yeast expressing alpha-synuclein, growth rescue, BacTiter-Glo, 24 h; Potency, µM (doses to about 46.1 µM), inactives show at the top dose growth rescue (activation), actives largely listed as activators; 0.14% of 370,000 active; further: potency means the concentration at half of the fitted maximal effect; % of control where 0% means no effect; nearly all actives have a fitted effect of over 65% in size
#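 Screening used galactose-induced yeast with toxic alpha-synuclein levels, exposed to compound for 24 hr at 30 deg C. Cell growth, read with BacTiter-Glo luminescence, gave the measured signal.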
# Active calls of the source: *; i = inactive; ? = inconclusive; nt = no result given; [ ] = remark or other dose. Unless noted, the call rests on the fitted dose curve; in most records, active means well fitted curve in the direction sought with a large enough effect; inconclusive means small, poorly fitted or top-dose-only effect, or another doubt; inactive means no such curve, though single readings can be large; an effect the other way counts as inactive or inconclusive. Not all compounds are listed. The share of hits here may be higher or lower than overall.
SMILES,HEK293 tox,Abeta yeast res,FUS suppressor,PTHR1 ag,TDP43 rescue,MmCpn inh,Akt phos inh,GLP1R inv ag,aSyn yeast inh
COc1ccc(C2NC(=O)NC(C)=C2C(=O)Nc2cc(C)cc(C)c2)c(OC)c1 (stereo not drawn),4%,8%,10%,i,0%,nt,nt,9%,nt
CCc1ccc(C(=O)Nc2cc3c(cc2Cl)OCCCO3)cc1,-6%,-2%,19%,-7%[57.5 µM],0%,-2%,i,?,-3%
Cc1ccc(CNC(=O)Cn2nc(C)n3cccc3c2=O)cc1,4%,-1%,-15%,-3%,-1%,nt,nt,12%,nt
CN1N=C(c2ccc(Cl)cc2)CC(c2ccc(Cl)cc2)C1=O (stereo not drawn),-2%,14%,35%,i,?,1%,i,?,16%
COc1cc([C@@H]2c3cc4c(cc3[C@@H](O)[C@H]3COC(=O)[C@H]23)OCO4)cc(OC)c1O[Si](C)(C)C(C)(C)C,-23%,?,15%,-28%,-6%,0%,i,?,2%
O=S1(=O)CC(NCc2ccccc2)C(Nc2ccc(Cl)cc2)C1 (stereo not drawn),-7%,5%,25%,-6%[57.5 µM],-2%,1%,i,?,9%
CCNC(=O)CCS(=O)(=O)c1ccc2ccccc2c1,-1%,1%,23%,i,10%,-1%,i,2%,3%
O=C(c1ccc(Cl)cc1)c1ccc(CN2C(=O)c3ccccc3C2=O)o1,-2%,-18%,21%,-87%[inhibitor],14µM*,-1%,i,-36%,10%
COc1ccc(/C=N/Nc2nnc(Cc3ccc(OC)c(OC)c3)c(=O)[nH]2)cc1OC,-2%,23%,nt,i,-3%,2%,i,10%,-13%
COCCNC(=O)c1cnn2c(C(F)(F)F)cc(-c3ccc4c(c3)OCO4)nc12,3%,-1%,25%,i,-1%,1%,i,6%,14%
COc1ccc(C(=O)NC(=S)NCc2ccccc2)cc1OC,-29%,?,24%,-23%,-7%[9.22 µM],0%,i,13%,8%
COc1ccc(-c2oc3cc(OC(C)=O)cc(OC(C)=O)c3c(=O)c2OC)cc1,-8%,-61%[inhibitor],42%,-7%,-82%[inhibitor],nt,i,59%[activator],-42%[inhibitor]
COc1ccc([C@@H]2[C@@H]3C(=O)N(C(C)(C)C)C(=O)[C@@H]3[C@]3(CC(C)C)C(=O)N(c4cccc(Br)c4)C(=O)N23)cc1,4%,6%,?,-23%,19%,-1%,i,?,1%
NS(=O)(=O)c1ccc(NC(=O)CN2CCCc3ccccc32)cc1,1%,2%,9%,i,-9%,-1%,i,-12%,0%
COc1ccc(C2/C=C\CN(S(=O)(=O)/C=C/c3ccccc3)[C@H](Cc3ccccc3)C(=O)N2Cc2ccc(F)cc2)cc1 (stereo partly drawn),2%,4%,29%,i,8%,-1%,i,?,17%
COc1ccc(C2CC(=O)c3cnc(N)nc3C2)c(OC)c1 (stereo not drawn),-3%,-7%,nt,0%,19%,0%,i,?,5%
O=C(Nc1ccc(S(=O)(=O)N2CCOCC2)cc1)c1cc(S(=O)(=O)N2CCOCC2)ccc1Cl,-9%,-1%,28%,-18%,-11%,1%,i,-7%,6%
Cc1cc(Oc2ccc(N)cn2)cc(C)c1Cl,-7%,33%,6%,i,1%[1.82 µM],0%,i,?,9%
CCCc1cc(=O)oc2cc(OCC(=O)NCCc3c[nH]c4ccccc34)ccc12,-29%,-7%,-12%,-1%,8%,1%,i,?,-25%
COc1ccc(CN2C(=O)COc3ccccc3C2c2nc3ccccc3[nH]2)cc1 (stereo not drawn),-9%,-2%,-6%,-13%,2%,nt,i,6%,-11%
O=C1CC(c2ccc3c(c2)OCO3)c2cc3c(cc2N1)OCCO3 (stereo not drawn),1%,-13%,6%,i,5%,1%,i,17%,-1%
CC(C)(C)NC(=O)C(c1ccccc1)N(C(=O)c1csnn1)C1CC1 (stereo not drawn),-3%,24%,2%,i,-8%,0%,i,-5%,-1%
COC(=O)c1cc(OC)c(OC)cc1NC(=O)c1c(-c2ccccc2Cl)noc1C,5%,-11%,13%,i,?,0%,i,18%,20%
CCOc1ccc2c(c1)C(C)=CC(C)(C)N2S(=O)(=O)c1ccc(C)cc1,-5%,?,-5%,-8%,-7%,2%,i,?,?
COC(=O)C1=C(CSc2nc3ccccc3o2)NC(=O)NC1c1cc(C)ccc1C (stereo not drawn),15%,11%,-1%,-7%,23%,2%,i,?,9%

# Further entries follow.
SMILES,HEK293 tox,Abeta yeast res,FUS suppressor,PTHR1 ag,TDP43 rescue,MmCpn inh,Akt phos inh,GLP1R inv ag,aSyn yeast inh
O=C(COc1ccccc1)NCC(c1ccc(Cl)cc1)N1CCOCC1 (stereo not drawn),-25%,-2%,8%,i,18%,nt,nt,-65%,nt
CC(C)(C)C(=O)NC1(C(F)(F)F)N=C2SCCN2C1=O (stereo not drawn),-1%,19%,0%,i,0%,1%,i,-4%,0%
O=C(CC(=O)Nc1ccc(F)cc1)Nc1ccc(F)cc1,3%,6%,23%,-10%,-12%,-1%,i,-27%,2%
COc1ccc2c(c1)CC[C@@H]1[C@@H]2CC[C@]2(C)[C@@H](C(C)=O)C[C@@H]12,?,-9%,10%,i,3%,0%,i,?,9%
COc1cccc(Nc2nc3ccccc3n3cnnc23)c1,-21%,2%,2%,-2%,13µM*,1%,i,37%[activator],0%
CCOC(=O)c1c(C)n(-c2ccccc2)c2ccc(OC(=O)COc3ccc(Cl)cc3)cc12,9%,-12%,-25%,i,12%,nt,nt,2%,nt
CC1CC(C)CN(C(=O)CSc2nnc(-c3ccc(Cl)cc3)o2)C1 (stereo not drawn),-12%,0%,-6%,i,12%,0%,i,-16%,-1%
Cc1ccc(-c2nc(N=Nc3ccc(O)cc3)n[nH]2)cc1,?,?,nt,-6%,0%,-4%,i,-3%,?
COc1ccc(C(C)=O)cc1CSc1ccc(S(=O)(=O)N2CCCCC2)cn1,5%,18%,?,-30%,11%,-28%,i,?,10%
O=C(NCC1CCCO1)c1ccc(/C=N/O)nc1 (stereo not drawn),-7%,?,-19%,-5%,6%,0%,i,12%,1%
COc1ccc(C(=O)Nc2ccccc2C(=O)N/N=C/c2ccc(O)c(OC)c2)cc1,-14%,-16%,14%,-14%[57.5 µM],-14%,0%,nt,-80%,-61%[inhibitor]
CC(C)CN(C(=O)COC(=O)c1ccc(C#N)cc1)C1CCS(=O)(=O)C1 (stereo not drawn),4%,6%,22%,-19%,11%,1%,i,9%,8%
Cc1nn(C)c(C)c1C1C(C#N)=C(N)Oc2n[nH]c(C)c21 (stereo not drawn),8%,9%,nt,i,-1%,3%,i,3%,9%
CNC(=S)N1CCC(C(=O)c2ccc(Cl)cc2)CC1,14%,-13%,-24%,-25%,9%,nt,i,17%,-3%
Cc1cc(C)c(S(=O)(=O)NCc2cccs2)cc1C,-5%,4%,9%,-50%[inhibitor],13%,-3%,i,?,11%
CCOc1ccccc1C(=O)Nc1c(C(=O)Nc2ccc(F)cc2)oc2ccccc12,-26%,15%,-23%,i,21%,nt,nt,?,nt
C/C(=N\O)c1ccc(Cl)cc1Cl,-2%,0%,8%,i,0%,7%,i,?,0%
COc1ccc(Cc2nnc(NC(=O)Nc3ccc(C)cc3)s2)cc1OC,0%,-14%,-11%,-4%,0%,1%,i,6%,-4%
Cc1occc1C(=O)Nc1ccc([N+](=O)[O-])cc1Br,-9%,-9%,0%,-35%,12%,0%,i,6%,-3%
COc1cc(OC)cc(C(=O)Nc2ccccc2S(=O)(=O)N2CCCC2OC(C)=O)c1 (stereo not drawn),-7%,7%,17%,i,4%,-2%,i,18%,9%
COc1ccc(NC2=CC(c3cccc(OC)c3)N(c3ccc(OC)cc3)C2=O)cc1 (stereo not drawn),-2%,1%,nt,-9%,13%,0%,i,12%,-3%
CCC(=O)Nc1cccc(C(=O)/C=C/c2ccc(F)cc2)c1,?,-20%,11%,-94%[inhibitor],?,-9%,i,?,-17%
CC(C)c1ccc(NC(=O)c2cnn(-c3ccccc3)c2NC(=O)c2ccco2)cc1,-8%,5%,-26%,-13%,15%,-1%,i,?,6%
Nc1[nH]c(=O)nc(Nc2ccccc2)c1N=O,-1%,2%,-6%,-9%,-9%,nt,i,-20%,0%
Cn1ncc(Cl)c1C(=O)N1CCC(Cc2ccccc2)CC1,-18%,4%,20%,i,28%,-5%,i,?,15%
CCOc1ccc(C(=O)C(C)OC(=O)CN2C(=O)NC(C)(C)C2=O)cc1 (stereo not drawn),0%,2%,7%,i,4%,1%,i,4%,1%

# Taken from the listing, three compounds:
SMILES,HEK293 tox,Abeta yeast res,FUS suppressor,PTHR1 ag,TDP43 rescue,MmCpn inh,Akt phos inh,GLP1R inv ag,aSyn yeast inh
O=C(COc1ccccc1)NCC(c1ccc(Cl)cc1)N1CCOCC1 (stereo not drawn),-25%,-2%,8%,i,18%,nt,nt,-65%,nt
CC(C)(C)C(=O)NC1(C(F)(F)F)N=C2SCCN2C1=O (stereo not drawn),-1%,19%,0%,i,0%,1%,i,-4%,0%
O=C(CC(=O)Nc1ccc(F)cc1)Nc1ccc(F)cc1,3%,6%,23%,-10%,-12%,-1%,i,-27%,2%
